From PubChem
ELG1 genotox: inducers of genotoxicity in HEK293T ELG1-luciferase cells. HEK293T ELG1-luciferase reporter, luminescence, 16 h. 330,000 compounds, 1.3% hits. Potency, µM (top dose mostly 46 µM), for inactives: top-dose activity change, positive = activation, most hits filed as activators; note: potency is the fitted concentration of half-maximal effect; % of control where 0% means no effect; nearly all actives have a fitted effect of over 60% in size
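HEK293T cells expressing luciferase-tagged ELG1 were treated with compound or DMSO for 16 hr at 37°C. Luciferase activity was then read after 30 min with ONE-Glo at room temperature; rising signal flags genetic stress.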
PTAP TSG101 blk: blocks PTAP/TSG101 interaction to inhibit HIV-1 budding; Q99816; Fluorescence polarization, FITC-PTAP peptide / Tsg101 binding; Potency, µM (highest dose often 115 µM), inactives show top-dose activity change, negative = inhibition, usual class: inhibitors; 340,000 tested, under 10 active; AID 493005; active = well fitted inhibition curve with a large enough effect in the main read-out, with a control signal flat, not every such curve was filed as active; inconclusive = small, poorly fitted or top-dose-only effect, or effect the other way, or a change in a side signal; inactive = no such curve, though single readings can be large or run the other way; note: potency is the fitted concentration of half-maximal effect; % of control where 0% means no effect
Target sequence (Q99816 whole entry, looked up): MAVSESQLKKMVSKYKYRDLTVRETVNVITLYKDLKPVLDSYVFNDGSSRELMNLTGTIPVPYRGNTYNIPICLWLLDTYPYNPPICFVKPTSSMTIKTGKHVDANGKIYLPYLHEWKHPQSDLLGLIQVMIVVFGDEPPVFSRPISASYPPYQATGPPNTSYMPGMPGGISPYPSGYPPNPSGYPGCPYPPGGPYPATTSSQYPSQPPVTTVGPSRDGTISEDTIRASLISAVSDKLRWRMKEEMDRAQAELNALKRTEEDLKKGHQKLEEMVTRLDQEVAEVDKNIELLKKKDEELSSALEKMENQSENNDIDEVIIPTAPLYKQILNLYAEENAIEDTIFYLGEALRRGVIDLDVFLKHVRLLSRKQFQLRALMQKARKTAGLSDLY
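FP read-out: FITC-PTAP peptide, 50 nM final, binding Tsg101 binding domain, 10 uM final; 20 min, r.t.; 10 mM HEPES pH 7.5, 0.15 M NaCl, 0.01% Tween 20, 3 mM EDTA, 0.1 mM TCEP.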
uPA generation: cell surface uPA generation inhibition. AID 540303. Potency, µM (highest dose often 38.3 µM), for the others: at the top dose activity change, negative = inhibition, actives largely listed as inhibitors. cell surface uPA generation assay, qHTS. 330,000 compounds, 0.31% hits; active = well fitted inhibition curve with a large enough effect; inconclusive = small, poorly fitted or top-dose-only effect; inactive = no such curve, though single readings can be large or run the other way; tested in mouse RAW 264.7 cells; note: potency is the fitted concentration of half-maximal effect; % is set by controls: 0 for no effect and ±100 for the full control effect; nearly all actives have a fitted effect of over 55% in size
B2AR arrestin: agonists driving beta-arrestin recruitment to human beta2-adrenergic receptor | beta-arrestin recruitment to beta2AR, cell-based reporter | Potency, µM (series often up to 46.1 µM), without a hit: top-dose activation, actives largely listed as activators | 330,000 compounds, 0.02% hits;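 note: potency is the fitted concentration of half-maximal effect; 0% = DMSO controls and full agonism = EC100 isoproterenol or metaproterenol; nearly all actives have a fitted effect of over 65% in size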
p53 reactivation: mutant p53 re-activation in reporter cells; H1299 p53-A138V BP100-luciferase reporter, luminescence, 24 h; Potency, µM (series often up to 92.2 µM), for the others: at the highest dose activity change, positive = activation, usual class: activators; 320,000 compounds, 0.063% hits; AID 504706; note: potency is the fitted concentration of half-maximal effect; % of control where 0% means no effect; nearly all actives have a fitted effect of over 45% in size
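p53-null H1299 cells stably carrying temperature-sensitive p53-A138V and a BP100-luciferase reporter were pinned with compounds (4-point, 1:5 series) and held 24 hrs at 37 deg C. Luminescence was read 10 min after detection reagent.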
USP2a block: blocks human ubiquitin-specific protease USP2a; O75604; USP2 core, Ub-CHOP2 coupled fluorogenic reporter, 485/531; Potency, µM (top dose mostly 38.3 µM), inactives show at the highest dose activity change, negative = inhibition, most hits filed as inhibitors; 330,000 compounds, 0.01% hits; AID 463254;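 note: potency is the fitted concentration of half-maximal effect; plate controls were DMSO wells for no effect and full inhibition by NEM control for full effect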
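Cell-free coupled assay: 10nM USP2 core preincubated 30min RT with compound in Tris-HCl pH 8.0/CaCl2/CHAPS buffer, then 25nM Ub-CHOP2 and 25nM reporter substrate; fluorescence (Ex 485/Em 531) read after 60min RT, normalized to NEM inhibition, concentration-response curves fitted.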
Eya2 phos inh: inhibitors of human Eya2 phosphatase activity | O00167 | recombinant Eya2, OMFP fluorescence dephosphorylation (OMFP is methylfluorescein phosphate) | Potency, µM (highest dose often 76.9 µM), without a hit: at the highest dose activity, negative = inhibition, usual class: inhibitors | 330,000 compounds, 0.006% hits | AID 488837; note: potency is the fitted concentration of half-maximal effect; % is set by controls: 0 for no effect and ±100 for the full control effect
Target sequence (O00167 whole entry, looked up): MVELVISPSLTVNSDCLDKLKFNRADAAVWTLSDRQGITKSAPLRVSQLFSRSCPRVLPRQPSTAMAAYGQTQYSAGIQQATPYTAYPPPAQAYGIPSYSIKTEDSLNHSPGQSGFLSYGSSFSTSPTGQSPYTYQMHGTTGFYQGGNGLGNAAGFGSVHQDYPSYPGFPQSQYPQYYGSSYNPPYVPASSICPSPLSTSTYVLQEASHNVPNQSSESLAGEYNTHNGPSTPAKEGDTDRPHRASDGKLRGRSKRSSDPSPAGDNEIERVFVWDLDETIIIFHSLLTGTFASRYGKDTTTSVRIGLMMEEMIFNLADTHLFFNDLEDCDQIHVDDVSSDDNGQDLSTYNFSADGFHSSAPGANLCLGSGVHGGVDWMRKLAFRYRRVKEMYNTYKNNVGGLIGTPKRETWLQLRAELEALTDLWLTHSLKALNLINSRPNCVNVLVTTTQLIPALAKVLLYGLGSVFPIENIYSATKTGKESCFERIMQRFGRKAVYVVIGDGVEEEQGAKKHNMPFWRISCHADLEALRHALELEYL
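Eya2 protein (added as 0.2 uM solution) was preincubated with compound for 10 min at ambient temperature in 50 mM HEPES pH 7.5, 50 mM NaCl, 5 uM MgCl2, 0.05% BSA, 1 mM DTT. OMFP (added at 50 uM) then reacted 10 min; fluorescence read at 485/525 nm.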
Integrin act MD: activators of alpha7 integrin expression for muscular dystrophy; alpha7betagal myoblasts, beta-gal FDG fluorescence, 48 h; Potency, µM (highest dose often 38.3 µM), inactives show top-dose activation, actives largely listed as activators; 350,000 compounds, 0.064% hits;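 note: potency is the fitted concentration of half-maximal effect; 100% = response of the positive control SU9516; nearly all actives have a fitted effect of over 60% in size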
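alpha7betagal+/- myoblasts (passage 13, 250/well) treated 48 h at 37C with compounds at 1:260 dilution of DMSO stock. Lysed, then beta-galactosidase activity read as FDG fluorescence (ex 480/em 540) after 30 min, with pre-read for autofluorescence.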
TRPV1 ag: human TRPV1 agonism | Q8NER1 | TRPV1-expressing cells, Fluo-8 calcium influx, agonist mode | activation, % at 8.33 µM | 320,000 compounds, 0.19% hits; in the data active = activation above about 80%; inconclusive = between about 30% and that limit; note: 0% is about no effect
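Cells expressing TRPV1 were dye-loaded with Fluo-8 and read kinetically: 10 s baseline, 3 min after compound (agonist portion), then 2 min after EC20 capsaicin (allosteric enhancer portion). Calcium-bound dye fluorescence at 480/520 nm.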
BRCA1 expr act: BRCA1 expression activation; Potency, µM (highest dose often 46.1 µM), for inactives: top-dose activation, actives largely listed as activators; AID 624202; 380,000 compounds, 1.1% hits; MCF7-BRCA1-FFLuc reporter, luminescence, 48 h; response scale: scaled: vehicle 0%, 10 µM genistein 100%; note: potency is the fitted concentration of half-maximal effect; nearly all actives have a fitted effect of over 80% in size; some results filed as inactive show a strong effect at the top dose
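MCF7-BRCA1-FFLuc cells, 2000/well in phenol-red-free MEM, attached 2 h then treated 48 h at 37 C. Luciferase luminescence read 15 min after reagent; normalized to genistein maximum activation (10microM) and DMSO, concentration-response fitted.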
S-ASM inh: blocks human secretory acid sphingomyelinase; P17405; placental ASM, HMU-PC fluorogenic substrate, 60 min; Potency, µM (doses to about 57.5 µM), without a hit: at the top dose activity change, negative = inhibition, usual class: inhibitors; 340,000 compounds, 0.006% hits; AID 504937; note: potency is the fitted concentration of half-maximal effect
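qHTS format. ASM enzyme prepared from human placenta hydrolyses the fluorogenic substrate HMU-PC0 (9 uM final) over 60 min at 37 °C after a 10 min compound preincubation.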
* = called active by the depositor; ? = inconclusive; nt = not tested or not shown; [ ] = another dose, or the depositor's remark. Unless noted, calls come from the whole dose curve; as a rule, active = well fitted curve in the direction sought with a large enough effect; inconclusive = small, poorly fitted or top-dose-only effect, or another doubt; inactive = no such curve, though single readings can be large; an effect the other way counts as inactive or inconclusive.

SMILES | ELG1 genotox | PTAP TSG101 blk | uPA generation | B2AR arrestin | p53 reactivation | USP2a block | Eya2 phos inh | Integrin act MD | TRPV1 ag | BRCA1 expr act | S-ASM inh
COc1ccc(CN/C=C2\CCCCC2=O)cc1 | 16% | nt | -11% | -0.3% | -2% | 9% | 7% | -44% | 4 | -16% | 6%
CCOc1ccc(NC(=O)Nc2ccc3c(c2)N(C)C(=O)CS3)cc1 | -40%[inhibitor] | -1% | 2% | 0.1% | -1% | 0% | 15% | 18% | 2 | -3% | 1%
Cc1csc2ncc(C(=O)N3CCCc4ccccc43)c(=O)n12 | -9% | -1% | 2% | -0.4% | 0% | 3% | -9% | -19% | -1 | 17% | 1%
Cc1ccc(N(Cc2ccccc2)C(=O)c2ccc(F)c(S(=O)(=O)N3CCOCC3)c2)cc1 | -6% | -1% | -2% | -0.4% | 6% | 1% | -21% | 27% | 26 | -47% | 2%
COC(=O)C1=C(C)N(c2ccc(OC)c(OC)c2)C(=O)/C1=C\c1ccco1 | 3% | -4% | 0% | -0.2% | -1% | -3% | -13% | -6% | -3 | -4% | -13%
CCOC(=O)c1sc(=NC(=O)c2cccc(Br)c2)n(C)c1C | ? | 0% | -1% | 0.8% | 4% | 1% | 8% | 13% | -6 | 7% | 4%
Cc1ccc(NC(=O)Cn2nc(-c3ccco3)ccc2=O)cc1Cl | -1% | -1% | -2% | 0.2% | 5% | -2% | 0% | 0% | 2 | -5% | 5%
COc1ccc(Cn2c(=O)[nH]c3cc(C(=O)N4CCN(c5ccc(C(C)=O)cc5)CC4)ccc3c2=O)cc1 | -33%[inhibitor] | -3% | -3% | 0.4% | 2% | 3% | 0% | 0% | -4 | 0% | -1%
CC1CCCCN1CCNC(=O)C1CCN(S(=O)(=O)c2cccc3cccnc23)CC1 (configuration not stated) | -6% | -8% | -1% | -0.3% | 4% | 5% | -4% | 18% | -2 | 31% | 12%
CC(Sc1nnnn1C)C(=O)Nc1cc(S(=O)(=O)N2CCCCC2)ccc1Cl (configuration not stated) | -3% | 0% | 1% | -0.1% | 5% | 4% | -9% | -38% | 0 | -17% | 0%
COCC(C)n1c(C)cc(C(=O)COC(=O)c2cccn2C)c1C (configuration not stated) | ? | -2% | ? | -0.2% | 17% | 3% | 9% | 24% | nt | -36% | -2%
Cc1ccc(-c2cc(C(F)F)nc(NCc3cccs3)n2)cc1 | -2% | 1% | -5% | -0.1% | -6% | 0% | -16% | -10% | ? | -45% | -4%
O=C(Oc1ccc(Cl)c2cccnc12)c1cccnc1 | 5% | -1% | -3% | 5.5% | nt | 0% | 1% | -40% | -6 | -55% | -2%
CCCn1nnnc1SCC(=O)c1ccc2c(c1)OCCO2 | ? | -5% | 0% | 0.2% | ? | -1% | -27% | -27% | 3 | 3% | -1%
Cc1cc(C)n(-c2cc(-n3nc(C)cc3C)ncn2)n1 | 0% | -1% | -3% | 0.4% | 1% | -4% | 5% | -2% | 4 | -6% | -3%
Cc1cccc(NS(=O)(=O)c2ccc3c(c2)CCN3C(=O)CCC(=O)O)c1 | -2% | -2% | -3% | -0.4% | 6% | 3% | 6% | 3% | -2 | 20% | 6%
CCc1ccc(Nc2nnc(SC(C)C(=O)NC3CC3)s2)cc1 (configuration not stated) | -2% | 1% | -3% | -0.1% | 2% | 6% | 8% | -49% | nt | 1% | 0%
Nc1ncn(C(=S)Nc2ccccc2)n1 | nt | -1% | 5% | nt | nt | nt | nt | -18% | nt | 29% | 6%
Nn1c(SCc2ccccc2)nc2c(cnn2-c2ccccc2)c1=O | ? | -1% | 14% | -0.5% | 21% | 4% | 0% | 29% | ? | 3.2µM* | -3%
CCCCNc1ccc(C(CC(N)=O)NC(=O)Cc2ccc(Br)cc2)cc1[N+](=O)[O-] (configuration not stated) | ? | 2% | -1% | 5.9% | -6% | 2% | 1% | 4% | 0 | 9% | -8%
COc1cc2c(cc1OC)C(COc1cccc(C(F)(F)F)c1)NCC2 (configuration not stated) | -1%[9.26 µM] | -6% | -28% | 0.3% | -2% | 3% | 2% | -36% | 7 | -1% | 0%
O=C(O)c1nccnc1C(=O)N1CCN(c2ccccc2)CC1 | 0% | 0% | -1% | 2.6% | -12% | 0% | 5% | 21% | 0 | 6% | 3%
CCOC(=O)C1=NN(c2cccc(C)c2)C2(S1)SC(C(C)=O)=C(C)N2c1ccccc1 (configuration not stated) | -3% | 2% | 1% | -0.9% | 9% | -2% | -26% | 10% | -10 | 3%[1.84 µM] | 2%
CC(=O)Nc1ccccc1C(=O)C(=O)Nc1cccc(C(=O)NCC2CCCO2)c1 (configuration not stated) | -1% | 0% | 3% | -1.7% | 3% | -1% | -4% | 11% | -6 | 9% | -1%
CC(Oc1cccnc1[N+](=O)[O-])C(=O)N1CCc2ccccc21 (configuration not stated) | -2% | -5% | -4% | -0.7% | -13% | 0% | 7% | -27% | nt | 31% | -2%
CC(C)[C@H](NC(=O)Nc1cccc(C(F)(F)F)c1)C(=O)O | 0% | -5% | 5% | -0.8% | 4% | 3% | 3% | 16% | 2 | -2% | 1%
O=C(CNc1cc(S(=O)(=O)N2CCOCC2)ccc1N1CCOCC1)Nc1cccc(C(F)(F)F)c1 | 1% | 0% | -3% | -0.2% | -1% | -2% | -12% | 4% | nt | -35% | 1%
Cc1ccc(C(=O)NC2CCS(=O)(=O)C2)cc1S(=O)(=O)N1CCOCC1 (configuration not stated) | -1% | -9% | 11% | 0.4% | 6% | 3% | 10% | -6% | 5 | -1% | -1%
Cc1cc(SCC(=O)Nc2ccc(O)cc2)n2ncc(-c3ccccc3)c2n1 | 0% | 0% | -7% | 0.1% | -1% | 2% | -2% | -26% | ? | 0% | 8%
Cc1nn(CC(=O)NC(C)C(C)C)c(C)c1S(=O)(=O)N1CCCCC1 (configuration not stated) | nt | -2% | 9% | 0.0% | nt | 1% | 16% | 13% | -5 | 6% | 1%
CCCC(=O)NCCc1nc2cc([N+](=O)[O-])ccc2n1C | -3% | -2% | 3% | -0.2% | 2% | 0% | -1% | -1% | -1 | 10% | 8%
CN(C)c1nc(SCC(=O)Nc2ccc(Cl)c(Cl)c2)nc(N2CCOCC2)n1 | -10% | ? | 12% | 0.0% | 1% | -6% | -23% | 4% | 2 | -17% | -11%
Cc1cc(C)nc(NC(=O)Nc2ccc(F)cc2F)n1 | ? | -3% | 4% | 0.5% | 27% | 4% | -11% | 26% | -2 | 4µM* | -1%
COc1ccc(CCNC(=O)C2CCCN(S(=O)(=O)c3cccc4nonc34)C2)cc1OC (configuration not stated) | nt | 0% | -3% | nt | nt | nt | nt | 1% | -1 | -9% | 2%
Cc1ccc(N(CC(=O)NC2CCCC2)C(=O)CCC(=O)Nc2ccccn2)cc1C | 0% | -9% | -3% | 0.5% | -2% | -7% | 3% | -8% | 2 | -2% | -1%
Cc1nn(-c2ccccc2)c2[nH]c(=O)cc(C(F)(F)F)c12 | -4% | -6% | -1% | -0.2% | -3% | -7% | 6% | 2% | 16 | -35% | -2%
OCCC1CN(Cc2cccn2-c2ccccn2)CCN1Cc1ccccc1 (configuration not stated) | -5% | -1% | -12% | -0.3% | -1% | 0% | 3% | 14% | -3 | 13% | 2%
Cc1c(C(=O)NCC2CCCO2)sc2nc(-c3ccc(F)cc3)cn12 (configuration not stated) | -2% | -1% | -8% | -0.8% | -10% | 2% | -4% | 4% | 7 | 57% | -2%
CCOC(=O)N1CCN(C(=O)CN(c2cccc(OC)c2)S(C)(=O)=O)CC1 | 2% | -9% | 1% | -0.4% | -5% | -1% | 6% | -20% | -1 | 0% | -1%

Entries shown so far containing bromine, in the order listed:
SMILES | ELG1 genotox | PTAP TSG101 blk | uPA generation | B2AR arrestin | p53 reactivation | USP2a block | Eya2 phos inh | Integrin act MD | TRPV1 ag | BRCA1 expr act | S-ASM inh
CCOC(=O)c1sc(=NC(=O)c2cccc(Br)c2)n(C)c1C | ? | 0% | -1% | 0.8% | 4% | 1% | 8% | 13% | -6 | 7% | 4%
CCCCNc1ccc(C(CC(N)=O)NC(=O)Cc2ccc(Br)cc2)cc1[N+](=O)[O-] (configuration not stated) | ? | 2% | -1% | 5.9% | -6% | 2% | 1% | 4% | 0 | 9% | -8%
